Source: PubChem
UPR XBP1 act – adaptive UPR (XBP1) activation; CHO-XBP1 luciferase reporter, IRE1-XBP1 UPR activation, luminescence; percent of tunicamycin response, DMSO as zero; AID 463104; activation, % at 20 µM; hit rate 0.33% among 330,000;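 active = versus positive control, 20 µM dose yields 30% or more activation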;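 also: 100% = tunicamycin at 10 µg/mL and 0% = DMSO only wells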
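Material: CHO cell line with stable XBP1 luciferase reporter; schedule: 16-18 h cell attachment at 37 °C, then 6 h compound exposure; signal: glow luminescence from Steady-Glo reagent; medium: serum-containing F12 medium, 10% FBS; benchmarks: tunicamycin 10 µg/mL and vehicle-only wells; read-out: percent activation relative to tunicamycin reference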
CCR6 antag – CCR6 (human) receptor antagonism; P51684; CHO-K1 CCR6 PathHunter beta-arrestin, luminescence, CCL20-stimulated; inhibition, % at 20 µM; hit rate 0.49% among 340,000; AID 493098;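 active = compounds whose inhibition of the agonist-driven luminescence signal at 20 µM reaches about 50%, limit read from the data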;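 also: cells stimulated with CCL20 at 14 nM final; plate controls were DMSO with CCL20 for no effect and DMSO without agonist for full effect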
Target sequence (P51684 whole entry, looked up): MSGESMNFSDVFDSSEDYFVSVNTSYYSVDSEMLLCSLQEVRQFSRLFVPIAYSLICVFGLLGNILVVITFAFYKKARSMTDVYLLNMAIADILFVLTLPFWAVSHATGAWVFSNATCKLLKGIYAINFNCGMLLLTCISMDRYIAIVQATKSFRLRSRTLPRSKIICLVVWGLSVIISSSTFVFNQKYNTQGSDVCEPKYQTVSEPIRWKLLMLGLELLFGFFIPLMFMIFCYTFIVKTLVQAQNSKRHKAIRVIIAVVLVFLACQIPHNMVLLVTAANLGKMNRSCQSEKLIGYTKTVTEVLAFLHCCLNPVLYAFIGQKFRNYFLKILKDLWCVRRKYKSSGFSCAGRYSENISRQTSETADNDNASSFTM
Jurkat NFkB inh – lowers PMA/ionomycin-induced NF-kB signal in Jurkat cells; hit rate 0.53% among 330,000; PMA/ionomycin-induced NF-kB luciferase reporter, luminescence; inhibition, % at 4 µM; in the data active = inhibition above about 50%
Mdm2 MdmX PPI – inhibitors of human Mdm2/MdmX interaction; hit rate 3% among 330,000; SaOS-2 split-luciferase Mdm2/MdmX complementation, luminescence; AID 485346; inhibition, % at 8 µM; O15151+Q00987;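 active = inhibition of at least 50% at 8 µM in the primary screen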
697 NFkB inh – inhibitors of the PMA/ionomycin-induced NF-kB reporter in 697 B cells | hit rate 0.33% among 330,000 | AID 435022 | inhibition, % at 4 µM | 697 B-cell NF-kB luciferase reporter, 16 h; in the data active = inhibition above about 35%
EBI2 block – EBI2 (human) antagonism; P32249; EBI2 beta-arrestin recruitment, luminescence, 7a,25-OHC stimulated; inhibition, % at 5 µM; hit rate 0.81% among 360,000; AID 651636; in the data active = inhibition above about 38%;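 also: enzyme fragment complementation signal reports receptor beta-arrestin coupling in cells; 0% = agonist plus DMSO wells and 100% = wells without agonist; some results beyond the cut were filed as inactive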
Target sequence (P32249 whole entry, looked up, the tested form may be a part): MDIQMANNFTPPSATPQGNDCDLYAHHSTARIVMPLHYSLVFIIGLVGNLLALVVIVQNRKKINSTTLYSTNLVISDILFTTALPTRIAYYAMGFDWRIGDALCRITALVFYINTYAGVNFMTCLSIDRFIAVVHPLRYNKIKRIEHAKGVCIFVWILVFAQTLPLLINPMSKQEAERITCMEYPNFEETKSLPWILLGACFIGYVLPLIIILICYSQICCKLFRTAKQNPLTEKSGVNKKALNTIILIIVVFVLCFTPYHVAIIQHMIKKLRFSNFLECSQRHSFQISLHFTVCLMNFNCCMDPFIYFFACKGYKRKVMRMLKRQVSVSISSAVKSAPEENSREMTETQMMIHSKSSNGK
UPR CHOP act – activators of apoptotic arm of unfolded protein response (CHOP). CHO-CHOP luciferase reporter, UPR activation, luminescence; percent of tunicamycin response over DMSO baseline. activation, % at 10 µM. hit rate 0.34% among 330,000. AID 449763;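 active = at 10 µM dose, activation of 40% or more, normalized to positive control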;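 also: 100% = tunicamycin at 10 µg/mL and 0% = DMSO alone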
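measured by = luciferase luminescence | assay system = CHO-CHOP cells, stable luciferase reporter of PERK-eIF2a-CHOP signalling | amount = 500 reporter cells seeded per well | timing = 6 h compound exposure at 37 °C after overnight seeding | controls = positive tunicamycin 10 µg/mL, negative DMSO alone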
CXCR6 inh – CXCR6 (human) receptor inhibition; O00574; CHO-K1 PathHunter CXCR6 beta-arrestin, luminescence; inhibition, % at 20 µM; hit rate 0.36% among 360,000; in the data active = inhibition above about 34%, passing the limit was not always enough;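 also: antagonist mode with CXCL16 agonist at 10 nM final; 0% = 10 nM CXCL16 with DMSO and 100% = unstimulated wells without agonist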
Target sequence (O00574 whole entry, looked up): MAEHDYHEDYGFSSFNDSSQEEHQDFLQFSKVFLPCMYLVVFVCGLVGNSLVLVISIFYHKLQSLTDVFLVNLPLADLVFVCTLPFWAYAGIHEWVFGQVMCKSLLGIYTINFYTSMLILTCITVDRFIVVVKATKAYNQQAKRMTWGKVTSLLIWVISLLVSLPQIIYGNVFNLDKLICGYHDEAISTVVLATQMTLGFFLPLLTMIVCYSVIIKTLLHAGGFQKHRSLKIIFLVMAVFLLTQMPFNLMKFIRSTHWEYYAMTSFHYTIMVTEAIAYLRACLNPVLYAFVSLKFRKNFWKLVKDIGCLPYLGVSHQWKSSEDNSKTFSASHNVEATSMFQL
Gli-Sufu block – antagonists of Gli-Sufu signaling; Sufu-KO-LIGHT fibroblasts, Gli luciferase reporter luminescence; inhibition, % at 5 µM; hit rate 0.74% among 340,000; AID 588413;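 active = inhibition above about 55%, limit read from the data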;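 also: 0% = DMSO-treated cells and 100% = wells with medium but no cells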
Starred values were filed as active, the others as inactive; x = no result given.

SMILES	UPR XBP1 act	CCR6 antag	Jurkat NFkB inh	Mdm2 MdmX PPI	697 NFkB inh	EBI2 block	UPR CHOP act	CXCR6 inh	Gli-Sufu block
COc1cccc(/C=C2\SC(=S)N(CCC(=O)N3CCCCC3CCO)C2=O)c1 (stereo unspecified)	-7	9	-7	77*	-9	8	3.2	-11	18
O=C(Nc1ccc(S(=O)(=O)N2CCCCC2)cc1)c1ccc(F)cc1	-3	13	32	24	-12	-4	-0.3	-2	9
COc1ccc(-c2csc(N3CCN(C(=O)c4ccccc4)CC3)n2)cc1	3	-4	-4	-11	6	17	0.2	-12	6
CCOC(=O)c1ccc(NC(=O)NC2CC3CCC(C2)N3Cc2nnnn2Cc2ccco2)cc1 (stereo unspecified)	-8	-6	7	27	3	2	-2.8	6	9
CN(CC(=O)Nc1cccc(F)c1)C(=O)CC1CCCCC1	0	3	12	4	2	0	0.1	2	33
Cc1ccccc1OCCc1c(C)[nH]c(=S)[nH]c1=O	10	-10	40	55*	4	-28	4.5	-4	9
CCOc1ncccc1C(=O)OCc1ccc([N+](=O)[O-])cc1	14	7	7	28	6	11	1.0	-3	1
CN(C)c1ccnc2sc(C(=O)NCc3ccccc3)c(N)c12	1	3	-9	-14	-26	7	2.4	3	-8
O=C(N[C@H]1C/C=C\C(c2cccc(F)c2)N(Cc2ccccc2)C(=O)C1)OCC1c2ccccc2-c2ccccc21 (stereo partly specified)	0	25	x	3	15	0	2.6	-8	-1
COc1ccc(CNC(=O)C(c2ccco2)N(Cc2ccccc2)C(=O)Cc2cccs2)cc1 (stereo unspecified)	-2	14	-6	1	13	9	5.1	5	0
COc1ccc(N(C)S(=O)(=O)c2cccc(C(=O)Nc3nnc(C4CC4)s3)c2)cc1	-3	7	-2	-34	1	0	1.0	9	0
CCCCn1c(N)c(N(CC(C)C)C(=O)CN(C)S(=O)(=O)c2ccc(F)cc2)c(=O)[nH]c1=O	-1	14	-21	14	8	-5	-0.4	-4	-6

Records listed so far shown as hits in Mdm2 MdmX PPI.
SMILES,UPR XBP1 act,CCR6 antag,Jurkat NFkB inh,Mdm2 MdmX PPI,697 NFkB inh,EBI2 block,CXCR6 inh
COc1cccc(/C=C2\SC(=S)N(CCC(=O)N3CCCCC3CCO)C2=O)c1 (stereo unspecified),-7,9,-7,77*,-9,8,-11
Cc1ccccc1OCCc1c(C)[nH]c(=S)[nH]c1=O,10,-10,40,55*,4,-28,-4

More structures
SMILES	UPR XBP1 act	CCR6 antag	Jurkat NFkB inh	Mdm2 MdmX PPI	697 NFkB inh	EBI2 block	UPR CHOP act	CXCR6 inh	Gli-Sufu block
O=C(N/N=C/C=C/c1ccccc1)c1cccnc1	-1	9	-20	7	-12	-3	0.0	6	1
Cc1nc(NC(=O)c2ccccc2)sc1Cc1ccc2c(c1)OCO2	0	5	-20	-11	-26	-5	1.6	9	-35
O=C(Nc1ccccc1N1CCCC1)C1CCN(S(=O)(=O)c2ccccc2C(F)(F)F)CC1	-1	3	-11	-46	-53	7	-1.5	-3	14
Cn1cnc2cc(NC(=O)c3ccco3)ccc21	-2	6	-17	11	-44	-14	1.9	0	-52
CC1=C(C(=O)OC(C)C)C(c2cccs2)NC(=S)N1 (stereo unspecified)	-1	0	9	17	2	-8	1.1	-4	1
COc1ccccc1NC(=O)CSc1nnc(CNC(=O)c2ccccc2F)o1	-4	27	5	22	8	0	0.1	7	-4
Cc1ccc(OCC(=O)NNC(=O)C2CCN(c3ncnc4sc(C)c(C)c34)CC2)cc1	1	1	6	27	7	44	1.6	-16	-6
Cc1nn(C(C)(C)C)c(OC(=O)c2ccco2)c1Sc1ccccc1	1	-3	-2	26	18	-9	1.2	-5	92*
Cc1cc(N)n(-c2nc3ccccc3s2)n1	3	0	-107	-114	-115	-1	3.1	0	-24
COc1ccc(Oc2nnc(-c3ccc(C)cc3)c3ccccc23)cc1	0	17	-6	21	-27	-10	-0.1	10	-5
COc1ccc(C(O)(CCN2CCCCC2)C2CCCCC2)cc1 (stereo unspecified)	1	3	-18	24	5	2	1.0	12	14
O=C(O)c1cc2n(n1)C(C(F)(F)F)CC(c1ccco1)N2 (stereo unspecified)	-3	11	-5	-3	-18	-11	-0.4	-7	1
C/C(CC(=O)NCc1ccco1)=N\NC(=O)Cc1ccc(-c2ccccc2)cc1	0	1	7	4	8	0	-0.3	-2	-7
O=C(Nc1ccn(CCCNCc2ccc3c(c2)OCO3)c(=O)n1)OCc1ccccc1	x	6	x	x	x	3	x	12	12
COc1ccc(CNC(=O)c2ccc(NS(=O)(=O)c3c(C)noc3C)cc2)cc1	-2	-3	-11	10	0	5	-1.5	-1	-10
C[C@H](CO)N1C[C@H](C)[C@@H](CN(C)S(=O)(=O)c2cccs2)Oc2ccc(NC(=O)C3CC3)cc2C1=O	-2	-14	0	12	15	-2	-1.4	-11	17
Cn1ncc(Cl)c1C(=O)NCc1cc(C(C)(C)C)n[nH]1	-2	5	23	5	-31	-14	-0.3	-3	-6
CCN(CC)c1ccc(N2C(=NC(=O)C3CC3)SC3CS(=O)(=O)CC32)cc1 (stereo unspecified)	0	12	3	-13	-23	-10	1.9	9	28
COc1cccc(NC(=O)CN(C)CC(=O)NCC(=O)Nc2ccc(F)cc2)c1	0	2	6	-3	-15	-5	-0.9	2	-1
Cc1cc(C)n(CC(O)COc2c(C)cccc2C)n1 (stereo unspecified)	-2	1	3	12	9	0	-1.3	-6	-2
Cn1cnnc1Sc1ccc(S(C)(=O)=O)cc1[N+](=O)[O-]	3	-6	11	23	8	-7	0.9	-11	10
CCCc1nc(NCCO)c(C#N)c2c1CCCC2	0	9	-7	44	-2	12	-1.6	-6	5
Cc1cc(-c2nnc3n2N=C(c2ccccc2)CS3)n[nH]1	3	6	1	26	30	0	0.9	3	6
Cc1cc(C)nc(SCC(=O)N/N=C/c2cccs2)n1	-1	-1	4	-10	-21	-7	3.3	-3	-1

Of the compounds above, these contain an aryl thioether with sulfur outside any ring:
SMILES	UPR XBP1 act	CCR6 antag	Jurkat NFkB inh	Mdm2 MdmX PPI	697 NFkB inh	EBI2 block	UPR CHOP act	CXCR6 inh	Gli-Sufu block
COc1ccccc1NC(=O)CSc1nnc(CNC(=O)c2ccccc2F)o1	-4	27	5	22	8	0	0.1	7	-4
Cc1nn(C(C)(C)C)c(OC(=O)c2ccco2)c1Sc1ccccc1	1	-3	-2	26	18	-9	1.2	-5	92*
Cn1cnnc1Sc1ccc(S(C)(=O)=O)cc1[N+](=O)[O-]	3	-6	11	23	8	-7	0.9	-11	10
Cc1cc(C)nc(SCC(=O)N/N=C/c2cccs2)n1	-1	-1	4	-10	-21	-7	3.3	-3	-1

(continued)
SMILES	UPR XBP1 act	CCR6 antag	Jurkat NFkB inh	Mdm2 MdmX PPI	697 NFkB inh	EBI2 block	UPR CHOP act	CXCR6 inh	Gli-Sufu block
Cc1ccc(C)c(NS(=O)(=O)c2cc(C(=O)Nc3cccc(N(C)S(C)(=O)=O)c3)ccc2C)c1	-2	9	-8	17	-11	12	1.3	14	0
Cc1onc(NC(=O)NC(=O)c2c(F)cccc2Cl)c1Br	-1	-2	-7	11	-15	0	1.6	-5	12
c1ccc(Cn2nnc3c(N4CCCC4)ncnc32)cc1	1	-1	0	-5	19	5	-2.3	4	4
O=C(CSc1nnnn1C1CCCCC1)N1CCOCC1	-1	2	6	-7	-4	-5	1.3	-1	-16
CC(=O)Nc1cccc(OCC(=O)NC(C)c2ccc3ccccc3c2)c1 (stereo unspecified)	-6	10	-7	15	-1	17	-0.2	6	-3
CC(C)Oc1ccc(C(=O)/C(=C\c2cccs2)c2nc3ccccc3o2)cc1	-3	17	1	27	-2	11	-5.3	4	8
CCCn1nnnc1SCC(=O)N1C(C)CCCC1C (stereo unspecified)	6	9	4	0	6	2	-2.0	-4	5
CCc1nnc(NC(=O)CSc2nnc(CNC(=O)c3ccc(OC)c(OC)c3)o2)s1	-3	-6	-2	15	-1	1	-1.3	-8	-4
Cc1ccc2nc(-c3ccc(NC(=O)CN4C(=O)NC(C)(c5ccc(OC(F)F)cc5)C4=O)cc3)sc2c1 (stereo unspecified)	11	-6	-59	-72	-82	-10	5.3	-2	-60
COC(=O)C(Cc1ccccc1)OS(N)(=O)=O (stereo unspecified)	1	5	5	-1	-22	-8	-1.0	2	0
COc1ccccc1C(=O)NCC(=O)OCC(=O)Nc1cccc(S(=O)(=O)N(C)C)c1	-2	-10	3	2	15	-2	0.4	-4	-4
CS(=O)(=O)c1ccc(-c2cn3cc(C(=O)O)ccc3n2)cc1	-5	14	15	4	31	-8	-6.3	-9	-2
C/C(=N/N=C(/C)c1cccs1)c1cccs1	1	11	-86	-33	-117	5	4.8	5	-43
O=C(Nc1cccc(Cl)c1)N1CCC(CO)(CCOc2ccccc2)CC1	-1	10	-8	41	0	3	-3.5	9	5
CCc1cccc(NC(=O)c2cccc3c2C(=O)N(C2CCCCC2)C3)c1	-1	2	6	9	20	10	1.7	-1	6
CCOC(=O)C(C)Oc1c(C(=O)OC)sc2ncccc12 (stereo unspecified)	-3	6	-6	2	11	-3	1.2	-3	-8
CCn1c(=O)cc(SCC(=O)Nc2cccc(C)n2)c2ccccc21	8	9	-1	41	17	-2	0.9	5	0
CC(Oc1ccc2c(c1)oc(=O)c1ccccc12)C(=O)NCCCN1CCOCC1 (stereo unspecified)	-2	7	-4	11	-21	11	0.4	-5	-14
Cc1ccccc1NC(=O)c1ccccc1NC(=O)c1cccs1	1	16	8	16	10	-2	-1.0	6	2
CC(=O)c1ccc(N(C(=O)CNC(=O)c2ccco2)C(C(=O)NC2CCCC2)c2cccnc2)cc1 (stereo unspecified)	-2	0	-6	10	-4	-6	-0.2	4	13
CCN(CC)Cc1c(C(=O)N/N=C/c2cccc(OCc3ccc(F)cc3)c2)nnn1-c1nonc1N	-2	-17	15	15	-17	-14	0.4	-2	-5
CCN1CCN(c2ccc(S(=O)(=O)N3CCCCC3)cc2NC(=O)/C=C/c2cc(OC)ccc2OC)CC1	2	39	-2	100*	-2	17	5.9	19	10
CCOC(=O)c1nnn(CC(=O)Nc2ccccc2OC)c1C(=O)OCC	-2	-5	2	-6	-7	-5	-0.5	-9	-23
COc1ccc(S(=O)(=O)Nc2noc3ccccc23)cc1OC	-1	1	-27	8	-16	-5	2.2	3	x
COc1cc(/C=C2/C(=O)N(c3ccc(C)c(C)c3)N=C2C)cc([N+](=O)[O-])c1O	-1	32	2	18	9	8	-1.3	14	x
Cc1cc(Cl)ccc1NC(=O)C1CCN(S(C)(=O)=O)CC1	0	-10	-3	-1	17	-2	0.6	-1	-6
Cc1ccc(OCC(=O)N/N=C/c2ccc([N+](=O)[O-])o2)cc1	-2	0	-12	9	-21	5	0.3	-7	0
COC(=O)CN(C#N)c1nc(NC(C)C)nc(OC)n1	-1	-4	-4	9	19	-5	0.2	-2	-1
Cc1cccc(N/C(=N/S(=O)(=O)c2ccccc2)c2ccccc2)n1	0	-7	2	13	12	-11	-1.6	9	-6
C=C(C)C(=O)Nc1nnc(-c2cccs2)s1	-2	0	13	37	0	-5	6.7	3	3
Cc1cc(C(=O)N/N=C/c2ccccc2[N+](=O)[O-])c(C)o1	6	-3	-44	-24	0	2	1.9	-3	-36
CCOc1ccc(-c2nn(-c3ccccc3)cc2/C=C(\C#N)S(=O)(=O)c2ccccc2)cc1C	-3	-17	2	41	2	0	0.9	-1	-3
COc1ccccc1OCC(O)CO (stereo unspecified)	-5	4	4	11	7	-10	0.5	-1	-15
Cc1ccc(NC(=O)n2ncc3c(C)cccc32)c(C)c1	1	-14	-46	-84	-45	-26	5.5	-7	-90
